DRD3 antagonist – qHTS of D3 Dopamine Receptor Antagonist: qHTS; D3R cells, DiscoveRx beta-arrestin luminescence, antagonist mode; stronger effect = lower value; max response, negative = inhibition, %; hit rate 2.5% among 360,000; AID 652054, 2013; in the data active means max response below about -50%; inconclusive means no clear call, values can overlap the other calls; further: on the % scale 0 is the no-effect control and ±100 the full control effect; mostly tested at two doses, the higher about 12 µM
Target sequence (P35462 whole entry, looked up): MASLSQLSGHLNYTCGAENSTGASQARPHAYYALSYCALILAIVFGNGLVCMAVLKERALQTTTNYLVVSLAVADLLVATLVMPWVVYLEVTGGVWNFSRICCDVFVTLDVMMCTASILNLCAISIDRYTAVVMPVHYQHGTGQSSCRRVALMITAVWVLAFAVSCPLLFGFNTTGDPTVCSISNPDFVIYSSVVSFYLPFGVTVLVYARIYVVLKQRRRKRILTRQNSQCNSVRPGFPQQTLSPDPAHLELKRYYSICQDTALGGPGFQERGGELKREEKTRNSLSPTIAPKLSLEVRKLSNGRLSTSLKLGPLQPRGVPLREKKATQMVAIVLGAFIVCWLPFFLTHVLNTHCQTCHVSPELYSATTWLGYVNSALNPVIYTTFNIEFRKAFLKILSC
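Cells expressing the human receptor were seeded at 1500 cells/well, incubated overnight at 37 degrees C in 5% CO2, then exposed to library compounds with dopamine controls for 90 minutes at 37 degrees C before luminescent detection.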
Abeta rescue – qHTS for compounds that reverse cellular toxicity of Amyloid beta (A-beta) peptide in yeast: Primary Screen | yeast expressing A-beta42, growth rescue, OD600, 48 h; response scale: 0% DMSO, 100% iron-clioquinol control | Potency, µM (titrated, usually from 46.1 µM), for inactives: top-dose growth rescue, most hits filed as activators | hit rate 0.063% among 410,000; further: potency means the concentration at half of the fitted maximal effect; nearly all actives have a fitted effect of over 55% in size
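Yeast A-beta toxicity model in growth medium with pinned compounds, 48 h at 30 C; growth read as absorbance at 600 nm. Normalized to FeCl3/clioquinol equimolar mix (positive) and DMSO (negative).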
GLP1R inv ag – qHTS of GLP-1 Receptor Inverse Agonists (Inhibition Mode); Glucagon-like peptide 1 receptor (Homo sapiens), P43220; Potency, µM (highest dose often 38.3 µM), inactives show at the highest dose activity change, negative = inhibition, most hits filed as inhibitors; HEK293 GLP-1R CRE-luciferase, luminescence, 24 h; GLP-1R form is constitutively active; hit rate 1.6% among 410,000; further: potency means the concentration at half of the fitted maximal effect; on the % scale 0 is the no-effect control and ±100 the full control effect; nearly all actives have a fitted effect of over 55% in size
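GLP-1R inverse agonism mode: basal reporter luminescence in engineered HEK293 cells measured after one day of compound exposure at 37 deg C, with a 12 min room-temperature detection step.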
GLP-1R agonist – qHTS of GLP-1 Receptor Agonists. Glucagon-like peptide 1 receptor (Homo sapiens), P43220. AID 624172, 2012. hit rate 0.007% among 380,000. Potency, µM (titrated, usually from 45.6 µM), without a hit: top-dose activation, actives largely listed as activators. HEK293 GLP-1R CRE-luciferase, luminescence, 4-6 h; cells express a hypersensitive GLP-1R form; further: potency means the concentration at half of the fitted maximal effect; % of control where 0% means no effect
PTHR1 agonist – qHTS for PTHR1 Agonists: Primary Screen; Parathyroid hormone/parathyroid hormone-related peptide receptor (Homo sapiens), Q03431; HEK293 GP2 PTHR1 cells, GloSensor cAMP luminescence, 1 h; Potency, µM (titrated, usually from 115 µM), inactives show at the highest dose activation, most hits filed as activators; hit rate 0.075% among 410,000; AID 743266, 2014; further: potency means the concentration at half of the fitted maximal effect; nearly all actives have a fitted effect of over 55% in size; some results filed as inactive show a strong effect at the top dose; inactives centre near -15; many of its hits are not listed in these tables
Target sequence (Q03431 whole entry, looked up): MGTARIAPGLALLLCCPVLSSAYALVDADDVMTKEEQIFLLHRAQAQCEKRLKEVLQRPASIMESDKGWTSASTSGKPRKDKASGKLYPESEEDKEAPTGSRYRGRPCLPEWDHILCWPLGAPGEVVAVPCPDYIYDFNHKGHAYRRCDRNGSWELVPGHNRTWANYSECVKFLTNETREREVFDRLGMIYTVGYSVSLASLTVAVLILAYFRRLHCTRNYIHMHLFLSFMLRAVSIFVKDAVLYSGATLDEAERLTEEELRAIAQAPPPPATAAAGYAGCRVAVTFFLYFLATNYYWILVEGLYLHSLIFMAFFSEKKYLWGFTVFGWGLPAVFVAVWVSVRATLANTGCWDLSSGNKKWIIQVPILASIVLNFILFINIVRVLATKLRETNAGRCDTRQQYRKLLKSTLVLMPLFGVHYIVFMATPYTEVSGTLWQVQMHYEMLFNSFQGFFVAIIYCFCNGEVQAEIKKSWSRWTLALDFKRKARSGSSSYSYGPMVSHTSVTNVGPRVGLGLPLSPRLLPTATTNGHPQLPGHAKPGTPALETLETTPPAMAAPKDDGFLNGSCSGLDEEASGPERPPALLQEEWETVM
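HEK-293-derived GP2 cells expressing PTHR1 and a GloSensor cAMP reporter, 3,000/well, plated overnight, given luciferin plus IBMX (each 0.5 mM as added) for 1 h at 37 °C, then compound for 1 h at 37 °C. Luminescence was read after 15 min at room temperature.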
TDP43 rescue – qHTS of TDP-43 Inhibitors; TDP-43 expressing yeast growth rescue, BacTiter-Glo, 24 h; Potency, µM (series often up to 46.1 µM), for inactives: at the highest dose growth rescue (activation), usual class: activators; AID 652104, 2013; hit rate 1.8% among 410,000; further: potency means the concentration at half of the fitted maximal effect; % of control where 0% means no effect; nearly all actives have a fitted effect of over 50% in size
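Galactose-induced TDP-43 yeast, OD600=0.02, compound pinned; 24 hr, 30 deg C; BacTiter-Glo luminescence for growth. Inhibitors of TDP-43 toxicity read as activators.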
Akt phos inh – HTS Assay for Inhibitors of Akt Phophorylation: Primary Screen; Neuro2A IGF-stimulated pAkt S473 HTRF, 20 min; stronger effect = lower value; activity change, % for hits at 50 µM; hit rate 0.32% among 360,000; AID 651550, 2012; in the data active means activity change below about -80%; inconclusive means mostly about -51% to -80%; further: on the % scale 0 is the no-effect control and ±100 the full control effect
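Neuro2A cells (4,500/well, DMEM with 0.5% FBS) were treated with compound at a single 50 µM final concentration, stimulated with 6 nM IGF for 20 min at 37 °C, and lysed. Phospho-Akt Ser473 was read by HTRF as 665/615 ratio ×10^4.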
aSyn rescue – qHTS of alpha-syn Inhibitors; Potency, µM (series often up to 46.1 µM), for the others: at the highest dose growth rescue (activation), hits mostly activators; AID 652106, 2013; Yeast expressing alpha-synuclein, growth rescue, BacTiter-Glo, 24 h; hit rate 0.14% among 370,000; further: potency means the concentration at half of the fitted maximal effect; % of control where 0% means no effect; nearly all actives have a fitted effect of over 65% in size
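Rescue of yeast growth: cells expressing toxic alpha-synuclein, induced in galactose at OD600 0.02, incubated with compound 24 h at 30 C. ATP luminescence quantified growth; inhibitors of toxicity appear as activators.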
FUS suppressor – qHTS for Suppressors of FUS Proteinopathy: Primary screen using FUS-linked yeast assay; S. cerevisiae FUS-expressing, growth rescue, OD600, 24 h; Potency, µM (doses to about 76.6 µM), for inactives: at the highest dose growth rescue (activation), most hits filed as activators; hit rate 0.24% among 390,000; AID 1347120, 2019;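 further: potency means the concentration at half of the fitted maximal effect; plate controls were DMSO vehicle for no effect and reference control for full effect; nearly all actives have a fitted effect of over 55% in size; some results filed as inactive show a strong effect at the top dose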
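Restored growth of FUS-toxic S. cerevisiae, read as 600 nm absorbance after 24 h at 30C in galactose medium (starting OD 0.005). Controls CP55940 and DMSO.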
Starred values were filed as active, the others as inactive; i = inactive; ? = inconclusive; . = not tested or not shown; & = joins results of further samples; [ ] = dose if it differs, or a comment. Unless noted, the call rests on the fitted dose curve; in most records, active means well fitted curve in the direction sought with a large enough effect; inconclusive means small, poorly fitted or top-dose-only effect, or another doubt; inactive means no such curve, though single readings can be large; an effect the other way counts as inactive or inconclusive. These rows are one share of the data; count on the stated rates, not on these rows.

SMILES	DRD3 antagonist	Abeta rescue	GLP1R inv ag	GLP-1R agonist	PTHR1 agonist	TDP43 rescue	Akt phos inh	aSyn rescue	FUS suppressor
O=C(OCc1ccccc1)N1CCC2CC1c1cc(N3CCN(C(=S)NCCc4ccccc4)CC3)ccc12 (stereo not given)	-2	-16%	?	9%	-18%	0%	i	-3%	30%
Cc1cccc(NC(=O)C2CC(=O)N(c3ccccc3)C2)c1C (stereo not given)	-14	7%	-5%	-21%	-3%	8%	i	-1%	-1%
O=S(=O)(NC1CC1)c1ccc(Cl)cc1	26	-1%	-9%	0%	i	-12%	i	6%	-5%
COc1ccccc1C(=O)NCCC(=O)NC1CCCCC1C (stereo not given)	-17	15%	-7%	-14%	-3%	14%	i	0%	-9%
Cn1cc(CN2CCCC(C(=O)Nc3ccc(-c4cccc(F)c4)cc3)C2)cn1 (stereo not given)	0	.	4.5µM*	-2%	i	-9%	i	-4%	0%
Cc1[nH]c2ccccc2c1/C=N/NC(=O)c1ccccc1	15	0%	8%	-2%	-24%	24%	i	0%	6%
O=C(Cc1cccs1)N=Nc1c(O)[nH]c2ccccc12	-12	3%	15%	-5%	-6%	12%	i	0%	-7%
Cc1ccc(Nc2cc(C)nc3ncnn23)c(Cl)c1	-3	-7%	11%	-3%	-4%	28%	i	6%	-15%
CC(C)(C)c1ccc(OCCC(=O)Nc2cccc(S(=O)(=O)N3CCCCC3)c2)cc1	10	10%	?	15%	-23%	-8%	i	-1%	45%
CSc1ncccc1C(=O)OCC(=O)c1cc2ccccc2o1	-26	-5%	83%[activator]	17%	i	-18%	i	-1%	9%
C=CCSc1nnc2c(n1)OC(c1ccccn1)N(C(C)=O)c1ccccc1-2 (stereo not given)	30	-6%	10%	0%	i	7%	i	-2%	2%
Cc1cc(Cl)ccc1C(O)c1ncc(-c2cccc(C(F)(F)F)c2)[nH]1 (stereo not given)	12	-10%	?	-2%	-84%[inhibitor]	17%	i	3%	13%
CNC[C@H]1Oc2ccc(NC(=O)Nc3ccccc3)cc2CC(=O)N([C@H](C)CO)C[C@H]1C	-1	-12%	17%	14%	i	1%	i	-5%	19%
COc1ccc(S(=O)(=O)Cc2ccc(C(=O)N3CCN(c4cc(C)ccc4C)CC3)o2)cc1	7	-6%&-14%	?	1%	-19%	?	i	0%	?
CC(=O)N1CCCC(C(=O)c2ccc3c4c(cccc24)CC3)C1 (stereo not given)	-1	4%	18%	5%	i	?	i	2%	12%
Cc1cc(S(=O)(=O)Nc2cc3c(cc2NCc2ccccc2)n(C)c(=O)n3C)ccc1F	.	2%	0%	.	-28%	16%	.	.	3%
Cc1cccc2cc(C(c3nnnn3Cc3ccccc3)N3CCCc4ccccc43)c(=O)[nH]c12 (stereo not given)	2	-4%	-12%	14%	i	-1%	?	1%	10%
CN1CCN(c2cc3c(cc2F)c(=O)c(C(=O)O)cn3CCF)CC1	-7	-5%	3%	-1%	-16%	2%	i	2%	-2%
CC(C)(C)c1ccc(S(=O)(=O)N2CCCCC2)cc1	1	5%	?	-2%	-8%	14%	i	-8%	16%
Cc1ccc(CC(=O)N2CCOCC2)cc1	-13	19%	0%	5%	i	-15%	i	-1%	23%
CCN(C(=O)c1cc2cccc(OC)c2oc1=O)C1CCCCC1	23	3%	2%	0%	i	16%	i	2%	4%
COC(=O)COc1ccc(/C=N/NC(=O)c2ccc(N(Cc3ccccc3)S(C)(=O)=O)cc2)cc1	10	9%	0%	-4%	-27%	-1%	i	-2%	.
CN/C(=C\[N+](=O)[O-])NCCSCc1csc(CN(C)C)n1	18	11%	3%	-1%	-17%	23%	i	-1%	-22%
O=Cc1c(Cl)nc2ccccn12	5	5%	11%	-2%	-3%	-25%	i	-5%	-9%
O=C(Nc1ccc(OC(F)(F)F)cc1)NC1COc2ccccc2C1 (stereo not given)	.	-8%	-21%	.	11%	-2%	.	.	-17%
COC(=O)/C=C1/S/C(=N/NC(=O)c2ccccc2OC)NC1=O	2	7%	23%	-1%	-25%	1%	i	1%	25%
Cc1ccc(CN(CC(=O)NCCc2ccccc2)C(=O)c2csnn2)cc1	-19	11%	-17%	11%	i	-5%	i	10%	17%
COc1cccc(NC(=O)C2CCCN(S(=O)(=O)c3ccc4[nH]c(=O)ccc4c3)C2)c1 (stereo not given)	.	-1%	9%	.	i	17%[9.22 µM]	.	.	4%
O=C(NCc1ccco1)c1cc(Cl)nc(Cl)c1	-1	-3%	-19%	4%	-31%[inhibitor]	10%	i	-8%	0%
CCN1/C(=C/c2cc[n+](C)cc2)C=Cc2cc(C)ccc21	2	9%	?	-4%	-27%	-11%	i	-17%	-11%

Copied from the list.
`Cc1cccc2cc(C(c3nnnn3Cc3ccccc3)N3CCCc4ccccc43)c(=O)[nH]c12` (stereo not given) in GLP1R inv ag = -12%
`Cc1[nH]c2ccccc2c1/C=N/NC(=O)c1ccccc1` in FUS suppressor = 6%

New compounds follow
SMILES	DRD3 antagonist	Abeta rescue	GLP1R inv ag	GLP-1R agonist	PTHR1 agonist	TDP43 rescue	Akt phos inh	aSyn rescue	FUS suppressor
COc1ccc(N(CC(=O)N/N=C/c2ccc(F)cc2)S(=O)(=O)c2ccccc2)cc1	12	-2%	?	4%	i	-13%	i	-2%	8%
O=C(NC(Cc1c[nH]c2ccccc12)C(=O)N/N=C/c1cccnc1)c1cccs1 (stereo not given)	-17	-14%	-14%	7%	i	-26%	i	1%	54%
COC(=O)CNC(=O)c1ccc(=O)oc1	17	8%	1%	-9%	i	23%	i	-1%	-11%
Cc1ccc(C(CNC(=O)Nc2ccccc2)N2CCN(C)CC2)cc1 (stereo not given)	-11	1%	?	0%	?	-16%	i	-5%	39%
CN1C(=O)NC(=O)C1c1ccccc1 (stereo not given)	10	1%	25%	0%	i	-1%	i	4%	-19%
Cc1ccc(C(=O)N2CCC3(CC2)NCCc2[nH]cnc23)cc1	-15	-5%	15%	-6%	i	7%	.	-5%	-23%
NC(=O)NNC1=Nc2cccc3cccc1c23	3	-7%	17%	0%	i	-13%	i	0%	-31%
CCC(C)NC(=O)c1nn(-c2ccc(C)cc2)c(=O)n(C)c1=O (stereo not given)	.	-12%	9%	.	i	23%[9.22 µM]	.	.	-23%
COc1ccc(C2CC(C(F)(F)F)n3ncc(C(=O)Nc4c(C)n(C)n(-c5ccccc5)c4=O)c3N2)cc1 (stereo not given)	-15	-2%	-23%	0%	i	-8%	i	12%	15%
COc1ccccc1/C=C(\C#N)C(=O)Nc1ccc(S(N)(=O)=O)cc1	-12	-3%	11%	2%	-27%	-7%	i	-8%	27%
O=C(NCCc1c[nH]c2ccccc12)c1ccc([N+](=O)[O-])cc1	-26	11%	?	3%	i	-1%	i	-1%	.
O=C(CN1CCN(Cc2cccc(Cl)c2)C1=O)NCC1CCCO1 (stereo not given)	5	-12%	16%	-2%	-33%[inhibitor]	17%	i	-1%	-15%
CN(C)C(=O)Nc1ccccc1CC[N+](=O)[O-]	-9	-7%	-4%	5%	19%	-6%	i	-7%	3%
COc1ccccc1C(=O)COC(=O)CNS(=O)(=O)c1ccc(C)cc1	-26	17%	0%[7.66 µM]	-3%	i	3%	i	0%	22%
O=C(c1cc([N+](=O)[O-])ccc1Cl)N1CCN(Cc2ccccc2)CC1	-8	-10%	5%	6%	-3%	-4%	i	-10%	-2%
Cn1c(N)c(C(=O)COC(=O)/C=C/c2cccc(C(F)(F)F)c2)c(=O)n(C)c1=O	8	-5%	8%	6%	-20%	2%	i	-6%	.
C=CC[C@@H](CC(=O)N[C@H](CO)Cc1ccccc1)C(=O)NC[C@@H](OC(=O)[C@@H](CC=C)Cc1ccc(F)cc1)c1ccccc1	34	10%	?	-2%	i	-4%	i	1%	37%
Cc1cc(=O)oc2c3c(ccc12)OCN(Cc1ccccc1Cl)C3	.	-16%	-6%	12%	-1%	24%	.	?	-20%
O=S(=O)(Nc1cccc(S(=O)(=O)N2CCCCC2)c1)c1ccc(Cl)s1	-25	-13%	-30%	6%	-14%	14%	i	-7%	8%
CC(C)CC(=O)Nc1cccc2c1C(=O)N(c1ccccc1)C2=O	6	-26%	-7%	2%	14%[57.5 µM]	15%	i	0%	10%

Of the compounds above, 2 contain a tert-butyl group.
SMILES	DRD3 antagonist	Abeta rescue	GLP1R inv ag	GLP-1R agonist	PTHR1 agonist	TDP43 rescue	Akt phos inh	aSyn rescue	FUS suppressor
CC(C)(C)c1ccc(OCCC(=O)Nc2cccc(S(=O)(=O)N3CCCCC3)c2)cc1	10	10%	?	15%	-23%	-8%	i	-1%	45%
CC(C)(C)c1ccc(S(=O)(=O)N2CCCCC2)cc1	1	5%	?	-2%	-8%	14%	i	-8%	16%

The listing continues:
SMILES	DRD3 antagonist	Abeta rescue	GLP1R inv ag	GLP-1R agonist	PTHR1 agonist	TDP43 rescue	Akt phos inh	aSyn rescue	FUS suppressor
O=C(NCc1ccco1)C1CN(S(=O)(=O)c2ccccc2)CCN1S(=O)(=O)c1ccccc1 (stereo not given)	-11	8%	3%	-3%	-7%[57.5 µM]	-9%	i	3%	25%
CCNc1nc(NC(C)C)nc(N(C#N)CC(=O)OC)n1	3	-12%	14%	13%	-36%[inhibitor]	1%	i	2%	20%
CS(=O)(=O)N1CCN(c2ccccc2NC(=O)c2cccc3ccccc23)CC1	21	-5%	-20%	1%	-9%	-5%	i	3%	38%
COc1ccc(C)cc1S(=O)(=O)N(CC(=O)N1CCCC1)c1ccccc1	3	9%	6%	-8%	-11%[57.5 µM]	-16%	.	-1%	9%

Screens from PubChem.
